Screening results from PubChem.
ssDAF-12 act – activators of S. stercoralis DAF-12 nuclear receptor; HEK293 ssDAF-12/GRIP1 lit1-tk-luc reporter, luminescence; % of 3 µM dafachronic acid response; hit rate 1% among 370,000; activation, % at 6.8 µM;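 active = activation above the mean over all tested compounds plus 3 SD, cut at about 0.9% in these data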;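 note: 0% = DMSO-only wells and 100% = 3 µM delta7-dafachronic acid wells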
DAX1 inh-1 – inhibitors of DAX1 repression of SF-1 activated StAR promoter; HEK293T StAR-luciferase reporter, SF-1/DAX-1 repression relief; inhibition, % at 6.8 µM; hit rate 1.1% among 370,000; AID 652010;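 active = inhibition above the mean over all tested compounds plus 3 SD, cut at about 3.6% in these data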;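 note: 0% = DAX-1 cells with DMSO and 100% = cells lacking DAX-1 with DMSO; higher inhibition means more luminescence from relief of DAX-1 repression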
NPR1 activator – GC-A (human) enzyme activation; P16066; HEK293 GC-A cells, cGMP TR-FRET, EC30 ANP; 0% at EC30 ANP, 100% saturating ANP; activation, % at 10 µM; hit rate 0.14% among 370,000; AID 1671463; in the data active = activation above about 40%
KLK7 zymogen act – proKLK7 (human) activation, primary screen; hit rate 0.9% among 370,000; P49862; purified proKLK7, EDANS-DABCYL substrate fluorescence; 100% is mature enzyme control, 0% vehicle; activation, % at 7 µM;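 active = activation above the mean of all tested compounds plus 3 SD, computed per campaign excluding outliers beyond control limits, cut at about 13% in these data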
Target sequence (P49862 whole entry, looked up): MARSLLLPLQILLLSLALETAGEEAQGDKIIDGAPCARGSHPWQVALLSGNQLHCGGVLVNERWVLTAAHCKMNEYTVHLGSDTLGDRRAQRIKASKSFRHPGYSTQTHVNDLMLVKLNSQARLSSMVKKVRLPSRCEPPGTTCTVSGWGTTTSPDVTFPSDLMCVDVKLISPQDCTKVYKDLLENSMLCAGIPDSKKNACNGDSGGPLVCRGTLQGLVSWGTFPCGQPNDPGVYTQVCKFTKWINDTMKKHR
GAA850 FXN act – activators of GAA850 frataxin (FXN) promoter | AID 540364 | hit rate 0.56% among 360,000 | activation, % at 6 µM | HEK293 lucGAA850 FXN promoter luciferase reporter, 24 h; percent of 10 µM SAHA response;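 active = activation above the average of all compounds screened plus 3 SD, cutoff fixed separately per campaign, cut at about 7.5% in these data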;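 note: 0% = DMSO wells and 100% = 10 µM SAHA wells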
SMARCA2 activ – SMARCA2 function activation, primary screen; MG213 cells, MMTV-luciferase reporter, dexamethasone, overnight; activation, % at 9.1 µM; hit rate 1% among 370,000; in the data active = activation above about 7.8%;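 note: 0% = vehicle wells and 100% = reference activator wells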
HGIII-sPLA2 inh – Inhibits HGIII-sPLA2 liposome hydrolysis, primary screen | QFRET BODIPY PC-A2 liposome hydrolysis, fluorescence | inhibition, % at 12.2 µM | hit rate 0.56% among 370,000 | AID 743126;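 active = inhibition above mean plus 3 SD of compounds lying within the high and low control bounds, cut at about 19% in these data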;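 note: 0% = median of test compound wells and 100% = no enzyme DMSO wells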
Target sequence (Q9NZ20 whole entry, looked up): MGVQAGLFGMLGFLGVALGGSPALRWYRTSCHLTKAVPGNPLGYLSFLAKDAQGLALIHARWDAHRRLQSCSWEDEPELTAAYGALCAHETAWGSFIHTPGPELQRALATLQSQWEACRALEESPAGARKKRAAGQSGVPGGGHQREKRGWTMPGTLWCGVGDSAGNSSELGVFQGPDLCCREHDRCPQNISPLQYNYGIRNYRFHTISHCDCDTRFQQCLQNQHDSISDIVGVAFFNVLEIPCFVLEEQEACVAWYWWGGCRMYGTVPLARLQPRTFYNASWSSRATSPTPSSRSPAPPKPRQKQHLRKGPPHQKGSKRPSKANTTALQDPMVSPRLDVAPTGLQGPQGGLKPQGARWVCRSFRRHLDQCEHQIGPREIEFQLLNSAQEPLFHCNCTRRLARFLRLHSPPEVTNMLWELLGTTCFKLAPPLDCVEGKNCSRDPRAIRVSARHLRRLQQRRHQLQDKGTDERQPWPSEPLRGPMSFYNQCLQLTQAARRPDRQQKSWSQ
hgDAF12 agonist – hgDAF-12 agonism, primary luciferase screen; activation, % at 6.8 µM; hit rate 1.8% among 370,000; HEK293 GAL4-hgDAF12 UAS-luciferase reporter, agonist luminescence; normalized to butyrate control; AID 687014;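 active = activation above a cutoff set at the mean of all screened compounds plus 3 SD, cut at about 10% in these data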;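 note: 0% = DMSO wells and 100% = sodium butyrate wells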
hcDAF12 agonist – activates DAF-12 receptor from parasite H. contortus. AID 652067. activation, % at 6.8 µM. hit rate 1.4% among 370,000. HEK293 hcDAF-12 lit1-tk-luc reporter, luminescence; 0% DMSO, 100% Δ7-dafachronic acid;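 active = activation above the mean of all tested compounds plus 3 SD, cut at about 5.5% in these data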;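 note: 100% = response to 3 µM Δ7-dafachronic acid high control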
GC-B act – GC-B (human) receptor activation; P20594; HEK293-GC-B cells, CNP EC30, cGMP TR-FRET; 0% at EC30 CNP, 100% saturating CNP; activation, % at 10 µM; hit rate 0.11% among 370,000; AID 1920062;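 active = activation at 10 µM reaching about 35% in either raw or pattern-adjusted values, limit read from the data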
DAX1 inh-2 – NR0B1 (DAX1) inhibition | HEK293 Gal4-DAX1 luciferase reporter, luminescence | inhibition, % at 6.75 µM | hit rate 0.99% among 340,000 | AID 504766 | P51843;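 active = inhibition above the mean over all tested compounds plus 3 SD, cut at about 4.2% in these data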;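 note: 0% = DAX1-transfected cells with DMSO and 100% = empty-vector control cells with DMSO; inhibition shows as a rise in luminescence from relieved DAX1 repression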
Numbers without * were called inactive; . = no result given. Random draw from the library. Share with any hit: about 6.7%.

no.	SMILES	ssDAF-12 act	DAX1 inh-1	NPR1 activator	KLK7 zymogen act	GAA850 FXN act	SMARCA2 activ	HGIII-sPLA2 inh	hgDAF12 agonist	hcDAF12 agonist	GC-B act	DAX1 inh-2
1	CC(C)n1nnnc1C1c2ccccc2C(=O)N1Cc1cccc(F)c1 (configuration not stated)	-1.0	3.8*	4	0.5	.	-5	1	-1.0	1.7	1	.
2	COc1ccccc1-c1c(C(F)(F)F)oc2cc(OC(=O)c3cccc([N+](=O)[O-])c3C)ccc2c1=O	-1.4	0.3	2	0.3	0.5	-1	-11	-1.8	-0.8	-5	1.3
3	Cc1c(NC(=O)c2cc3ccccc3oc2=O)c(=O)n(-c2ccccc2)n1C	-0.7	1.3	-5	0.3	2.4	3	2	7.6	2.6	5	1.1
4	CCOC(=O)C1(CC2CC2)CCN(Cc2cnc(N(C)C)s2)CC1	-1.6	-0.1	-2	0.1	0.1	-2	-3	-3.9	-1.3	-1	0.6
5	CC(=O)c1ccc(NCC2COc3ccccc3O2)c([N+](=O)[O-])c1 (configuration not stated)	1.4*	2.5	6	-0.1	7.5	3	-2	23*	11*	6	2.5
6	O=C(Nc1cccnc1N1CCOCC1)c1cccs1	-0.6	-0.1	1	-0.4	1.6	-8	22*	-2.2	0.8	5	2.3
7	CC(C)(C)C(=O)N1CCC2CC1c1cc(-c3ccc4c(c3)OCO4)ccc12 (configuration not stated)	-0.9	-0.8	3	1.0	.	-5	4	-2.1	-1.6	-4	.
8	CCOc1ccc(-c2[nH]ncc2Oc2ccccc2OCC)c(O)c1	-1.3	-1.2	-5	0.3	-0.8	-3	-60	-0.6	0.7	-6	0.4
9	Cc1cccc(-n2c(CNC(=O)Cc3ccccc3)n[nH]c2=S)c1	-0.8	0.4	6	-0.2	-0.8	1	0	0.1	0.3	1	-0.5
10	COc1cccc(OC)c1C(=O)NC(=S)N1CCN(c2ccc(C(F)(F)F)cc2[N+](=O)[O-])CC1	-1.8	-0.2	0	-0.8	-3.0	-6	3	-1.5	-1.5	3	-0.8
11	Cn1nc(C(F)(F)F)c2cc(C(=O)Nc3ccc(C(F)(F)F)cc3)sc21	-1.7	-0.2	3	-0.6	0.9	-1	-1	-1.2	-1.1	-1	-1.0
12	CCOC(=O)c1cc(C#N)c(N2CCN(C(=O)c3ccccc3)CC2)nc1C(F)(F)F	-2.7	-0.3	2	1.0	2.0	-5	2	-1.1	-1.0	-5	3.1
13	COCCCNC(=O)C(=O)NCC(c1ccco1)N1CCN(c2ccc(OC)cc2)CC1 (configuration not stated)	-1.9	-1.3	0	0.0	-1.6	-1	3	-0.9	1.2	3	0.3
14	CCOC(=O)/C(C#N)=N/Nc1c(C)n(C)n(-c2ccccc2)c1=O	-1.4	-0.2	0	-0.3	1.9	2	16	-1.6	-1.8	3	.
15	COc1cccc2sc(N3CCN(C(=O)c4ccco4)CC3)nc12	-0.6	1.7	-4	0.1	-0.4	-1	4	2.6	-1.0	3	1.1
16	CCNc1nc(NCC)nc(SCCOC(=O)c2ccccc2)n1	-1.1	-1.3	6	-0.8	5.1	-1	-2	0.3	-0.1	-1	-0.9
17	CNC(=S)N/N=C/c1cc(C)ccc1C	-1.2	0.0	2	0.6	2.7	4	6	1.0	-1.1	7	1.2
18	CCOc1ccc(C2C(C(=O)Nc3ccccc3)=C(C)N=c3s/c(=C/c4cccc(OCC(=O)O)c4)c(=O)n32)cc1 (configuration not stated)	-0.8	-0.2	-5	-7.4	-0.2	0	-30	-1.9	0.2	5	0.0
19	Nc1cc(N)nc(SCc2cccnc2)n1	-0.8	0.6	0	0.5	-1.0	-2	-2	3.0	1.4	4	0.2
20	O=C(c1ccc(COc2ccc(Cl)cc2)o1)N1N=C(C(F)F)CC1(O)C(F)F (configuration not stated)	-1.3	-1.5	10	0.1	1.0	-7	-15	-5.0	-1.8	3	0.6
21	COc1ccccc1N1CCN(C(=O)c2cc(-c3ccccc3)on2)CC1	-0.6	0.3	-5	-0.1	0.1	-2	-10	-0.9	-0.9	-3	-0.1
22	COc1ccc(-c2c(C)oc3c(CN4CCCCC4C)c(O)ccc3c2=O)cc1 (configuration not stated)	-1.7	-0.1	3	41*	0.8	-1	-7	0.3	-0.4	-1	-0.8
23	CC(=O)Nc1ccc(S(=O)(=O)N(C)S(=O)(=O)c2ccc(F)cc2)cc1	-1.3	-0.2	0	0.2	-0.3	2	-11	-0.9	-1.1	-5	0.9
24	COc1cc(C(=O)Nc2cc(C(F)(F)F)ccc2Cl)cc(OC)c1OC	-1.0	-0.6	8	0.0	2.5	0	0	-2.3	-2.3	0	-0.4
25	CC(=O)c1c(C)[nH]c(C(=O)Nc2nc(C)cs2)c1C	-1.2	3.6	3	0.2	-7.2	-2	4	5.8	0.9	6	-2.8
26	N/C(=N\OC(=O)c1ccncc1)c1cccc([N+](=O)[O-])c1	-1.2	0.5	-2	0.0	5.0	1	-4	1.7	0.8	-2	-0.3
27	COc1ccc(Cl)cc1NC(=O)CSc1ncnc2c1oc1ccccc12	-0.7	1.1	5	-0.3	-1.1	0	10	-3.7	0.3	0	-1.0
28	O=C(O)Cc1sc(N/N=C\c2ccncc2)nc1-c1ccccc1	-0.5	-0.6	-3	-0.6	-0.1	-5	26*	0.5	-0.3	-7	3.1
29	NCCCC[C@H]1CNC(=S)N1CCc1cc(C(F)(F)F)cc(C(F)(F)F)c1	-1.4	-0.5	-1	-0.6	0.9	1	13	0.7	-2.0	2	0.1
30	CCc1ccccc1Nc1nn2c(=O)c3ccc(C(=O)NCc4ccccn4)cc3nc2s1	-1.4	-0.4	6	-27	-0.9	1	-13	3.7	-3.5	9	-2.2
31	CN(C)CCNC(=O)Cc1ccc([N+](=O)[O-])cc1	-0.7	-0.6	3	-0.3	1.3	-4	2	-1.4	-0.9	3	-0.5
32	CC(=O)c1cnc2nc(C)nn2c1C	-0.2	0.9	6	0.0	-0.7	-4	3	-0.4	-1.4	3	1.6
33	CCOc1ccc(S(=O)(=O)NCCCN2CCOCC2)c2ccccc12	-1.6	-0.1	7	-0.2	1.2	2	4	0.3	0.9	-1	0.0
34	CCOc1ccccc1Nc1nnc(SCC(=O)Nc2cc(C)on2)s1	-1.6	-0.8	-5	0.1	0.4	-2	5	0.2	-3.2	1	1.7
35	O=C(COC(=O)c1ccccc1C(=O)c1ccc(Cl)cc1)NC(c1ccccc1)c1ccccc1	-0.3	-0.1	-11	0.4	0.5	-2	13	-2.8	-1.3	-8	-0.2
36	N=c1c2c(n(Cc3ccc([N+](=O)[O-])cc3)c3c1CCC3)CCCC2	-1.4	-0.9	2	0.0	3.8	-3	-6	-3.0	-0.2	3	0.5
37	O=C(c1cc([N+](=O)[O-])ccc1Cl)N1CCN(c2ccc([N+](=O)[O-])cc2)CC1	-1.8	-1.7	-2	0.0	2.1	-1	-4	-1.0	-1.2	-1	-1.5
38	COc1ccc(C(=O)N/N=C/c2ccc3cccc(OCc4ccccc4)c3n2)cc1	-1.8	-1.8	13	-427	-0.6	-1	-10	-4.9	-2.4	29	-2.1
39	CCCCn1c(=O)c2ccccc2n2c(=S)[nH]nc12	-1.1	-0.3	-4	0.1	1.8	0	16	1.6	-1.2	0	-0.7
40	CC(=O)c1ccc([C@H]2C[C@@]34CN(C(=O)OC(C)(C)C)S(=O)(=O)[C@H]3C[C@H]2O4)cc1	-1.0	0.2	0	-0.3	-1.7	1	2	1.6	-2.1	1	1.1
41	CN1CCN(S(=O)(=O)c2ccc(Oc3ccc(Br)cc3F)nc2)CC1	-1.1	-3.2	7	-0.5	2.4	-4	3	0.8	-2.0	-1	0.6
42	CCNC(=O)N1CCN(CCCC(c2ccc(F)cc2)c2ccc(F)cc2)CC1	-1.6	-1.3	-5	-0.4	-2.3	-5	0	-3.7	-4.1	-5	-1.7
43	CNc1ccc(C(O)(C(F)(F)F)C(F)(F)F)cc1C(O)(C(F)(F)F)C(F)(F)F	-1.4	0.4	3	-1.2	2.3	-2	8	-2.1	-1.3	4	-0.3
44	CN(Cc1ccc(F)cc1)S(=O)(=O)c1nnc(NC(=O)c2ccccc2Br)s1	-1.1	-0.2	1	0.0	0.9	-5	-19	-2.6	-1.4	-3	0.1
45	O=C(O)CN1C(=O)C(=O)N(Cc2ccccc2F)C1=O	-1.3	0.1	2	0.3	-0.2	2	3	1.0	-1.4	5	0.9
46	C#CCOCCOCCOCCNc1nc(N2CCN(C(=O)[C@H](CCCCN)n3cc(CCCC)nn3)CC2)nc(N2CCN(C(=O)[C@H](CCCCN)n3cc(CCCC)nn3)CC2)n1	-0.2	-0.3	-6	-0.2	2.0	0	-52	1.3	-0.6	-8	1.9
47	NC(=O)CSc1nnc(-c2cc3ccccc3o2)n1Cc1ccccc1	-1.6	0.1	-1	-0.5	0.6	-1	-3	-2.4	-3.0	-6	1.6
48	Cc1cc(C)nc(N2CCCC(C(=O)NCCc3ccc(F)cc3)C2)n1 (configuration not stated)	-1.0	-0.4	3	0.1	1.2	-2	-1	-3.2	-0.3	2	0.5
49	CC1(C)OC(=O)C2=C(CC(CCc3ccccc3)OC2c2ccc(Cl)c(Cl)c2)O1 (configuration not stated)	-1.3	-0.9	-1	0.0	.	0	-7	2.9	-0.2	1	.
50	Cc1ccc2c(C)c(C(=O)NCc3ccc(S(N)(=O)=O)cc3)oc2c1	-1.9	-0.9	-3	-0.3	0.6	-3	-10	-4.4	-2.9	4	-0.4
